BioA inh: BioA (M. tuberculosis) enzyme inhibition. inhibition, % at 9.99 µM. AID 602481. 0.096% of 360,000 active. purified M. tuberculosis BioA enzyme, plate reader; in the data active = inhibition above about 40%; inconclusive = no clear call, values can overlap the other calls
DUSP3 inh: blocks human VHR1 dual specificity phosphatase. recombinant VHR phosphatase, pNPP absorbance. inhibition, % at 13.3 µM. 0.52% of 290,000 active. AID 1654; in the data active = inhibition above about 50%; note: some compounds called inactive have numbers as strong as hits
Target sequence (P51452 whole entry, looked up): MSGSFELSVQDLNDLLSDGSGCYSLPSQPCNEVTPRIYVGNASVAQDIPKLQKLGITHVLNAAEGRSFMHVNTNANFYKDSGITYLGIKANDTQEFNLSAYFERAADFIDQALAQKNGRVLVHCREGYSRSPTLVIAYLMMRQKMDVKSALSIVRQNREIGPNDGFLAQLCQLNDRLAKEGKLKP
MazEF act: MazEF (E. coli) toxin RNase activation. 0.32% of 350,000 active. P0AE70. activation, % at 20 µM. FAM/BHQ RNA-DNA oligo cleavage fluorescence, 5 h. AID 504720; in the data active = activation above about 50%
Target sequence (P0AE70 whole entry, looked up): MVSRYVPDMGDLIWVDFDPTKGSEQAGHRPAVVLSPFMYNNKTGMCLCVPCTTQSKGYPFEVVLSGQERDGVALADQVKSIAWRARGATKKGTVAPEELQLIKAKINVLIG
CCHF vOTU inh: CCHFV vOTU protease inhibition. inhibition, % at 11.5 µM. 0.55% of 370,000 active. Pep-AMC fluorescence; note: 0% = vehicle wells with enzyme and 100% = no enzyme wells
UGM FP inh: inhibitors of M. tuberculosis UDP-galactopyranose mutase. P9WIQ1. purified UGM, fluorescence polarization probe displacement. inhibition, % at 10 µM. 0.06% of 320,000 active; in the data active = inhibition above about 10%, passing the limit was not always enough; inconclusive = no clear call, values can overlap the other calls
Mtb FBA inh: inhibits M. tuberculosis FBA enzyme; AID 588726; purified M. tuberculosis FBA, fluorescence read-out; inhibition, % at 1 µM; 2.3% of 360,000 active; P9WQA3; in the data active = inhibition above about 27%;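 note: 0% = vehicle and 100% = reference inhibitor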
Target sequence (P9WQA3 whole entry, looked up): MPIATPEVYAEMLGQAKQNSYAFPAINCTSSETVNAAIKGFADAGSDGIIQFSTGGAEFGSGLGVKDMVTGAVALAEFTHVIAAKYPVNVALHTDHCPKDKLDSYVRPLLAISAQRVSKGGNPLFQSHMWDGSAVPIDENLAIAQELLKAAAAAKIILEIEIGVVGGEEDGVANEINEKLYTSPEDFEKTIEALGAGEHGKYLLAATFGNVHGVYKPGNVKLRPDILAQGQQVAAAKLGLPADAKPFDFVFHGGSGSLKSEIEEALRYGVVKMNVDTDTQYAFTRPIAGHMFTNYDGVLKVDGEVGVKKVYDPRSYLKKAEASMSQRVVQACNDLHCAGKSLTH
FadD28 FP inh: M. tuberculosis FadD28 bisubstrate binding inhibition; AID 588549; inhibition, % at 12.5 µM; 0.22% of 360,000 active; FadD28 bisubstrate probe binding, fluorescence polarization; in the data active = inhibition above about 8.5%, passing the limit was not always enough; inconclusive = no clear call, values can overlap the other calls
GDH-TPI counter: inhibits GDH-TPI coupling enzymes, artifact for Mtb FBA screen | inhibition, % at 4.8 µM | GDH-TPI coupled enzyme counterscreen, NADH absorbance | AID 588335 | 1.2% of 360,000 active;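 note: 0% = DMSO wells and 100% = wells lacking the enzyme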
Rv3671c inh: inhibits the M. tuberculosis serine protease Rv3671c; P9WHR9; inhibition, % at 5.96 µM; 0.048% of 320,000 active; AID 2606; in the data active = inhibition above about 38%;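 note: extracellular domain of Rv3671c used as enzyme; 0% = enzyme with DMSO and 100% = no enzyme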
Target sequence (P9WHR9 whole entry, looked up, the tested form may be a part): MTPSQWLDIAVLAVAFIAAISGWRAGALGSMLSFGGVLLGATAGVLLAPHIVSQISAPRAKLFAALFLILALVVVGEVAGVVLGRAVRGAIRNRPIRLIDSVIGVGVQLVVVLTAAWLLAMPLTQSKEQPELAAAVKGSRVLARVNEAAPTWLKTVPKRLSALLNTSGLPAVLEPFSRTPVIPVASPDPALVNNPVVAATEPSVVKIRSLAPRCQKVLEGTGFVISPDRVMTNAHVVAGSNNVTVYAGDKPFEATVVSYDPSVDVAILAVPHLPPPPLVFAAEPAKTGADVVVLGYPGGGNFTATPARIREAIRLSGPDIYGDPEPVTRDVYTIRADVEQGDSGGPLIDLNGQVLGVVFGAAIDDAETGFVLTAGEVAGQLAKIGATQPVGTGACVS
BoNT-F LC inh: BoNT F light chain protease inhibition | 0.22% of 360,000 active | Multiplex microsphere protease cleavage assay, flow cytometry | inhibition, % at 10 µM; in the data active = inhibition above about 35%, passing the limit was not always enough; inconclusive = no clear call, values can overlap the other calls; note: plate controls were buffer without enzyme for full effect and enzyme alone for no effect
* hit, by the source's call; ? = inconclusive; . = no result given; & = joins results of further samples. Cut-off read from the data, not from the text of the source, unless noted: active = inhibition above about 30%; inactive = the rest.

SMILES	BioA inh	DUSP3 inh	MazEF act	CCHF vOTU inh	UGM FP inh	Mtb FBA inh	FadD28 FP inh	GDH-TPI counter	Rv3671c inh	BoNT-F LC inh
CC(=O)Nc1ccc(OS(=O)(=O)c2ccc(Cl)cc2)cc1	2.1	42	0	-1	4.3	-1	-3.6	8	3	2
COc1ccc2c(c1)C=C(C(=O)OCc1cccnc1)CO2	.	-11	5	10	1.8	0	-4.4	-7	-10	4
Cc1cccnc1Nc1nc(-c2ccc(O)c(O)c2)cs1	0.3	12	-3	-1	-4.3	-3	0.2	5	8	-20
Cc1cc(C)c2c(n1)SCC(=O)N2CC(=O)Nc1ccc(Br)c(C)c1	0.0	-8	5	-10	4.3	1	-11	10	-10	.
CCN(CC)C(=O)CSc1nc2cc3c(cc2c(=O)n1Cc1ccc(OC)cc1)OCO3	.	-1	-1	-5	1.9	1	1.0	15	0	-1
Cc1noc(C)c1S(=O)(=O)N(C)C[C@H]1OCCCC[C@@H](C)Oc2ccc(NS(=O)(=O)c3cn(C)cn3)cc2C(=O)N([C@H](C)CO)C[C@@H]1C	0.6&-2.3	.	6	-11	.	-1	-6.1	9	.	0
CC(=O)c1cnc2c(-c3ccc(Cl)cc3)c(C)nn2c1C	1.2	5	23	7	3.0	1	-4.2	18	3	5
O=C(Nc1nc(-c2ccc(F)cc2)cs1)c1cccc(N2C(=O)CCC2=O)c1	-0.2	45	9	2	0.1	1	-0.3	5	-16	-9
Oc1ccc(-n2nnnc2SCc2ccccc2Br)cc1	6.8	15	-23	.	0.9	0	-1.8	1	.	-10
O=C(CSCc1cccs1)N1CCCC1	0.1	24	1	-10	-0.5	3	1.9	-2	-6	3
COc1ccc(S(=O)(=O)Nc2c(C(=O)O)[nH]c3ccc(OC)cc23)cc1	-0.8	18	2	4	2.5	27*	2.0	3	-4	5
O=C(O)CSc1nnc(-c2cccc(S(=O)(=O)N3CCOCC3)c2)n1-c1cccc(Cl)c1	-0.5	15	8	4	0.6	1	-1.7	7	-4	-1
Cc1ccc(CN2C(=O)C(CC(C)C)Nc3ncnc(N4CCN(c5ccccn5)CC4)c32)cc1 (centres undefined)	-0.2	.	-6	13	-0.9	-1	-4.8	7	-1	-9
Cc1ccccc1N=C(NOCc1ccc(Cl)cc1Cl)c1nonc1N	.	-17	-1	5	2.1	-1	-5.8	7	-18	-11
COc1ccc(NC(=O)c2ccc(-n3cncn3)c([N+](=O)[O-])c2)cc1	24	18	6	5	-1.0	0	0.5	-3	2	-8
C=CCn1cnc2c(c1=O)c1nc3ccccc3nc1n2/N=C/c1cccc(OC)c1	-0.3	4	8	-8	.	0	-3.1	4	.	8
O=C(O)c1ccc(N2CCOCC2)c(N2C(=O)C3C4C=CC(C4)C3C2=O)c1 (centres undefined)	.	24	7	-4	-2.6	0	-3.7	8	-1	-4
Cc1ccccc1CN1CCN(CC(=O)NC(C)c2ccccc2)CC1 (centres undefined)	0.2	14	3	-8	0.5	0	-1.6	-10	2	-28
O=C(CC1C(=O)N(Cc2ccccc2)C(=S)N1CCN1CCOCC1)Nc1ccc(F)cc1 (centres undefined)	0.6	24	2	3	-0.7	2	-1.5	1	-2	-4
Cc1ccc2nc(NCc3ccccc3)c(C#N)cc2c1	-1.6	2	2	-2	2.6	13	0.5	7	1	-2
Cc1ccc(-n2nnnc2SCC(=O)NC(C(=O)O)(c2ccccc2)c2ccccc2)cc1C	.	-5	1	1	3.8	0	-0.3	5	5	-3
CS(=O)(=O)c1ccc(NC(=O)c2cccc(-n3cnnn3)c2)cc1	5.9	.	6	0	-0.9	-1	-2.4	-1	0	6
CCOC(=O)c1ccc(N2C(=O)c3cccc4c(C(=O)O)ccc(c34)C2=O)cc1	-1.5	10	4	17	4.8	3	-0.6	11	9	-50
COc1cc(OC)c(NC(=S)NCc2ccccc2)cc1Cl	-0.4	12	15	4	-1.8	-1	-1.9	5	17	12
CC1(c2ccccc2)CC2CC(c3ccccc3)N1O2 (centres undefined)	-0.8	30	-4	-16	-0.1	0	-2.4	10	3	-7
COc1ccccc1CNC(=O)C1CC2Cn3c(nc4cc(Cl)c(Cl)cc43)C2N1C (centres undefined)	-5.0	.	8	7	1.2	0	-4.1	7	2	-7
O=C(COC(=O)c1cccnc1Cl)NCCC1=CCCCC1	-0.9	1	14	-9	-3.2	8	-0.1	-2	-2	-4
CC1CC(C)CN(C(=O)COC(=O)/C=C/c2ccco2)C1 (centres undefined)	-0.1	.	2	-10	-2.6	-3	0.3	3	12	-11
O=C(Nc1ccccc1C(=O)O)c1ccc(NC(=O)C2CCCCC2)cc1	0.2	24	-4	12	6.2	2	-7.3	16	-7	-1
CN(C)C(=O)c1ccc(NC(=O)CSc2nnc(-c3ccc4c(c3)OCO4)o2)cc1	-0.6	.	-9	-2	.	-4	-2.1	6	.	12
Cc1ccc(S(=O)(=O)Nc2cccc(C(=O)NCc3ccccn3)c2)cc1F	-0.8	.	1	-3	-2.0	-4	-2.9	-9	4	-4
Cc1ccc(S(=O)(=O)Nc2ccc3c(c2)C(=O)N([C@H](C)CO)C[C@H](C)[C@@H](CN(C)C(=O)Nc2ccc(C(F)(F)F)cc2)O3)cc1	-4.2	.	7	8	.	3	-1.2	14	-31	-2
CCCCN(C(=O)CCCc1nc2ccccc2c(=O)[nH]1)c1c(N)n(CC(C)C)c(=O)[nH]c1=O	-6.6	.	-7	-4	0.1	1	-0.5	3	4	2
CC(=O)N1CCN2C(=O)C1CCCC(=O)c1cc(C(C)C)ccc12 (centres undefined)	17	45	1	6	-3.6	1	-0.3	2	0	0
O=C(Nc1cccc(-c2ccc(N3CCOCC3)nn2)c1)c1ccc(Cl)cc1	0.9	.	-5	-11	-0.2	-1	-3.4	-4	0	-6
CC1=CN2CC(O)CN=C2C=C1 (centres undefined)	-0.8	8	7	-36	-2.6	38*	-3.2	5	-1	0
O=C(NNC(=O)c1ccc[nH]1)c1cc(Cl)cc(Cl)c1	0.9	28	4	-2	-0.2	-1	-3.8	7	5	5
NS(=O)(=O)c1ccc(CCN2C(=O)/C(=C\c3ccc(Cl)cc3)SC2=S)cc1	-2.2	-3	-18	-6	2.9	-2	-1.9	9	-23	1
CCOc1cc(NC(=O)CCl)c(OCC)cc1NC(=O)CCl	.	-23	1	4	1.5	5	-1.2	-8	-2	-10
CCNC(=O)C1(C)CCN(C(=O)c2ccc(OC)cc2)C1 (centres undefined)	-1.1	.	.	-1	.	0	0.5	5	.	2

Shown bar-delimited: part of the list above
structure | BioA inh | DUSP3 inh | MazEF act | CCHF vOTU inh | UGM FP inh | Mtb FBA inh | FadD28 FP inh | GDH-TPI counter | Rv3671c inh | BoNT-F LC inh
CCNC(=O)C1(C)CCN(C(=O)c2ccc(OC)cc2)C1 (centres undefined) | -1.1 | . | . | -1 | . | 0 | 0.5 | 5 | . | 2
O=C(NNC(=O)c1ccc[nH]1)c1cc(Cl)cc(Cl)c1 | 0.9 | 28 | 4 | -2 | -0.2 | -1 | -3.8 | 7 | 5 | 5
O=C(Nc1cccc(-c2ccc(N3CCOCC3)nn2)c1)c1ccc(Cl)cc1 | 0.9 | . | -5 | -11 | -0.2 | -1 | -3.4 | -4 | 0 | -6
Cc1ccc(S(=O)(=O)Nc2ccc3c(c2)C(=O)N([C@H](C)CO)C[C@H](C)[C@@H](CN(C)C(=O)Nc2ccc(C(F)(F)F)cc2)O3)cc1 | -4.2 | . | 7 | 8 | . | 3 | -1.2 | 14 | -31 | -2
NS(=O)(=O)c1ccc(CCN2C(=O)/C(=C\c3ccc(Cl)cc3)SC2=S)cc1 | -2.2 | -3 | -18 | -6 | 2.9 | -2 | -1.9 | 9 | -23 | 1
CC1=CN2CC(O)CN=C2C=C1 (centres undefined) | -0.8 | 8 | 7 | -36 | -2.6 | 38* | -3.2 | 5 | -1 | 0

The list goes on:
SMILES	BioA inh	DUSP3 inh	MazEF act	CCHF vOTU inh	UGM FP inh	Mtb FBA inh	FadD28 FP inh	GDH-TPI counter	Rv3671c inh	BoNT-F LC inh
CC(C)OP(=O)(OC(C)C)C(NC(=O)c1ccccc1Br)C(N)=O (centres undefined)	.	-5	-6	2	4.9	0	0.0	0	6	-7
C=CCSc1nnc(N2C(=O)C(O)=C(C(=O)c3ccco3)C2c2ccccc2F)s1 (centres undefined)	-1.5	-36	14	7	3.2	4	-7.6	6	-8	.
CC(C)(C)NC(=O)NC(=O)COC(=O)Cc1coc2ccc3ccccc3c12	0.8	0	-1	9	-1.4	-2	-3.8	-5	-16	-3
Cc1ccc(C)c(Oc2cc(NC(=O)CCCn3nc(C)c([N+](=O)[O-])c3C)cc([N+](=O)[O-])c2)c1	.	13	2	0	.	2	-4.0	-4	-108	-9
CCc1cc2c(-c3ccccc3)cc(=O)oc2cc1OC(C)C(=O)NCC1CCC(C(=O)O)CC1 (centres undefined)	-0.8	9	2	9	-0.2	2	-3.0	15	-4	4
Cc1cccc(NC(=O)Cn2nnc(C(=O)Nc3ccc(F)c(Cl)c3)c2N)c1	0.6	18	-15	3	-0.2	-4	-2.0	0	-34	0
O=C(CCc1ccccc1)Nc1c(F)cccc1F	-1.1	.	7	0	0.8	3	-1.3	5	-4	-31
CC(=O)Nc1ccc(NC(=O)C(C)OC(=O)CNC(=O)c2cccs2)cc1 (centres undefined)	.	.	-4	0	3.0	-2	-2.5	-1	3	10
O=C(CN1C(=O)c2ccccc2C1=O)NC1CCC(O)CC1 (centres undefined)	-1.2	.	6	-4	0.7	0	-3.6	-1	-8	4
N#CC1=C(N)Oc2n[nH]c(-c3ccccc3)c2C1c1ccncc1 (centres undefined)	2.7	21	3	7	2.6	-17	-5.0	-9	3	5
S=C(NCCc1ccccc1)NCCc1ccccc1	.	-10	-3	-6	-1.1	1	-0.9	5	4	4
O=C(c1ccc2ccccc2n1)N1CCN(c2ccccc2Cl)CC1	.	13	3	8	0.8	1	2.1	1	7	4
COc1ccc(N(CC(=O)Nc2cc(OC)c(OC)cc2C(=O)O)S(=O)(=O)c2c(C)noc2C)cc1	-1.2	17	-3	22	-0.6	5	-2.3	-8	3	5
COc1cccc(Nc2nnc(SCC(=O)N(CC(C)C)CC(C)C)s2)c1	.	21	13	16	1.2	1	-1.1	12	-5	-2
C=CCN1C(=O)S/C(=C/c2ccc(Sc3nc4ccccc4[nH]3)o2)C1=O	-0.7	5	-10	12	-1.0	2	0.6	18	-22	-5
Cc1ccc(C2(C)NC(=O)N(CC(=O)Nc3cc(S(=O)(=O)N4CCCCC4)ccc3OC(C)C)C2=O)cc1 (centres undefined)	-2.3	.	-14	2	-2.2	-1	-5.7	-4	-12	?
COC(=O)CNC(=O)CSc1nnc(-c2ccc(OC)cc2)n1CC(C)C	0.6	15	1	-10	1.8	0	0.0	0	-6	-8
CCS(=O)(=O)c1nn2c(N)c(/C=C3/C=CC(=O)C(OC)=C3)c(=O)nc2s1	.	-7	-46	13	-27	-16	0.3	20	2	-6
CC1=CC(C)C2C(=O)N(c3ccccc3)NC(=O)C2C1 (centres undefined)	0.9	1	2	-18	0.5	2	-0.1	1	0	-8
CN(CC(=O)NCc1ccc2c(c1)OCO2)S(=O)(=O)c1ccc(Br)s1	4.5	11	-1	0	2.2	3	-0.8	0	-2	?
O=C(Nc1ccc(CN2CCCCC2)cc1)Nc1ccc(Br)cc1Cl	-1.3	14	5	0	1.4	3	-1.0	0	4	-9
CC(OC(=O)CCc1cc(C(C)(C)C)c(O)c(C(C)(C)C)c1)C(=O)NC1CC1 (centres undefined)	0.1	.	1	-3	-1.4	4	-0.4	5	-5	.
CNc1ccccc(-c2ccc3ccccc3n2)c1=O	.	-17	-18	9	.	3	-1.1	10	-2	-1
O=C(CN1CCN(c2ccc(F)cc2)CC1)NCc1ccc(F)cc1	-1.1	32	2	-11	-2.1	-1	-2.1	-7	-1	13
Cc1ccc(-c2ccc(C(=O)Nc3ccccc3)o2)c2ccccc12	-3.9	8	-9	-14	0.3	9	-3.8	8	-45	-11
CC(C)(C)S(=O)N1Cc2cc(CO)ccc2[C@@H]1CCO (some centres undefined)	-2.2	.	-2	-6	.	0	0.3	0	.	-2
COCCNC(=S)N/N=C(\C)c1cccc(OC)c1	5.7	13	5	16	0.4	-2	-2.1	15	7	-10

Bioassay records: PubChem, several laboratories
